# PG9 Ab binder: binders of HIV-1 gp120 antibody PG9, primary screen, biochemical, TR-FRET; TR-FRET gp120-PG9 antibody binding; inhibition, % at 6.7 µM; actives 0.43% (n = 360,000); AID 624416, 2012; in the data active = inhibition above about 8.5%
# hcDAF-12 act: H. contortus DAF-12 nuclear receptor activators, primary screen, cell-based, luminescence, HEK293, lit1-tk-luc reporter; HEK293 hcDAF-12 lit1-tk-luc reporter; 0% DMSO, 100% Δ7-dafachronic acid; activation, % at 6.8 µM; actives 1.4% (n = 370,000); AID 652067, 2013;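 active = activation above the mean of all tested compounds plus 3 SD, cut at about 5.5% in these data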;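 note: 100% = response to 3 µM Δ7-dafachronic acid high control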
# ADAM10 inh: human ADAM10 inhibitors, primary screen, biochemical, QFRET, HTS; recombinant ADAM10, EDANS/DABCYL FRET peptide cleavage, 3 h; inhibition, % at 7 µM; actives 0.62% (n = 370,000); AID 720582, 2013;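 active = inhibition above a per-campaign cutoff equal to the mean of compounds falling between control-based bounds plus 3 SD, cut at about 20% in these data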;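 note: 0% = DMSO wells while the 100% control is not disclosed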
# GAA850 FXN act: FXN promoter activators, primary screen, cell-based, luciferase luminescence, HEK293 lucGAA850. HEK293 lucGAA850 FXN promoter luciferase reporter, 24 h; percent of 10 µM SAHA response. activation, % at 6 µM. actives 0.56% (n = 360,000). AID 540364, 2011;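 active = activation above the average of all compounds screened plus 3 SD, cutoff fixed separately per campaign, cut at about 7.5% in these data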;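 note: 0% = DMSO wells and 100% = 10 µM SAHA wells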
# DAX1 inh-1: DAX1 (NR0B1) inhibitors on StAR promoter, primary screen, cell-based, luminescence, SF-1 (NR5A1), full-length DAX-1; HEK293T StAR-luciferase reporter, SF-1/DAX-1 repression relief; AID 652010, 2013; actives 1.1% (n = 370,000); inhibition, % at 6.8 µM;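 active = inhibition above the mean over all tested compounds plus 3 SD, cut at about 3.6% in these data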;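 note: 0% = DAX-1 cells with DMSO and 100% = cells lacking DAX-1 with DMSO; higher inhibition means more luminescence from relief of DAX-1 repression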
# hgDAF-12 ag: H. glycines DAF-12 receptor agonists, primary screen, cell-based, luminescence, HEK293, GAL4 fusion, UAS-luciferase; Nuclear hormone receptor DAF-12 (Heterodera glycines), GAL4 fusion; HEK293 GAL4-hgDAF12 UAS-luciferase reporter, agonist luminescence; normalized to butyrate control; activation, % at 6.8 µM; actives 1.8% (n = 370,000);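 active = activation above a cutoff set at the mean of all screened compounds plus 3 SD, cut at about 10% in these data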;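 note: 0% = DMSO wells and 100% = sodium butyrate wells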
# ADAM17 inh: ADAM17 inhibitors, primary screen, biochemical, QFRET; Disintegrin and metalloproteinase domain-containing protein 17 (Homo sapiens), P78536; recombinant ADAM17, EDANS/DABCYL FRET peptide cleavage; inhibition, % at 6.95 µM; actives 0.83% (n = 370,000);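 active = inhibition above the mean of compounds lying between control limits plus 3 SD, set per campaign, cut at about 8.5% in these data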;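 note: 0% = DMSO-only wells as the low control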
# DAX1 inh-2: DAX1 (NR0B1) inhibitors, primary screen, cell-based, HEK293, Gal4-DAX1, luciferase luminescence | Nuclear receptor subfamily 0 group B member 1 (Homo sapiens), P51843 | HEK293 Gal4-DAX1 luciferase reporter | inhibition, % at 6.75 µM | actives 0.99% (n = 340,000) | AID 504766, 2011;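 active = inhibition above the mean over all tested compounds plus 3 SD, cut at about 4.2% in these data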;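 note: 0% = DAX1-transfected cells with DMSO and 100% = empty-vector control cells with DMSO; inhibition shows as a rise in luminescence from relieved DAX1 repression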
# NPR1 activator: GC-A stimulated cGMP production enhancers – HEK293 GC-A cells, cGMP TR-FRET, EC30 ANP, primary screen | Atrial natriuretic peptide receptor 1 (Homo sapiens), P16066 | 0% at EC30 ANP, 100% saturating ANP | activation, % at 10 µM | actives 0.14% (n = 370,000) | AID 1671463, 2021; in the data active = activation above about 40%
# Target sequence (P16066 whole entry, looked up): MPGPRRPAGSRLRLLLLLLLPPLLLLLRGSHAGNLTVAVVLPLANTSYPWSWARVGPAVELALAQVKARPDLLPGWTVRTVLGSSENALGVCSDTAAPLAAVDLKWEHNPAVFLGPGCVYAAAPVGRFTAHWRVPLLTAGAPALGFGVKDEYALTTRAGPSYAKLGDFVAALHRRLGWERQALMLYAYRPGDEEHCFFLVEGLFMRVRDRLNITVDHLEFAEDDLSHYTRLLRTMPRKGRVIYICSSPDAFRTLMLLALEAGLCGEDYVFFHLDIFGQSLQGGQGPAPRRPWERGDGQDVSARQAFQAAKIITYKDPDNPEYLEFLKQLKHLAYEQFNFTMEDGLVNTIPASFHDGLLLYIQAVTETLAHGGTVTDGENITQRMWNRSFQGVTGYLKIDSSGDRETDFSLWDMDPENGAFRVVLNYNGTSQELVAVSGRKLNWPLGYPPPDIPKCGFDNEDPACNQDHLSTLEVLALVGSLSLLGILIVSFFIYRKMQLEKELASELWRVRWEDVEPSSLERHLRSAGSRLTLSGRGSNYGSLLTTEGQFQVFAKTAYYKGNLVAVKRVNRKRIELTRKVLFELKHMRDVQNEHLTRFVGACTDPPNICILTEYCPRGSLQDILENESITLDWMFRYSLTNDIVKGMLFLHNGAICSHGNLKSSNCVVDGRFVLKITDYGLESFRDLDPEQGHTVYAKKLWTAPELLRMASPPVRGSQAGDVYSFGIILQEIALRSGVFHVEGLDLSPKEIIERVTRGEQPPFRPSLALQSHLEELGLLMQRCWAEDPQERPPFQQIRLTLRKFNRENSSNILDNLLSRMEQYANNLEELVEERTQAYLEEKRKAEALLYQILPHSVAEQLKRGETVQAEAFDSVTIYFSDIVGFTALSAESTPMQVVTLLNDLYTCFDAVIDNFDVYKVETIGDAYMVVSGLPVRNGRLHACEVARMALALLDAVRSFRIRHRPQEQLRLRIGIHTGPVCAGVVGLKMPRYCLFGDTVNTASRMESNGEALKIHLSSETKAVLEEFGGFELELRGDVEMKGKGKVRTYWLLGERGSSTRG
# SMARCA2 activ: SMARCA2 (BRM) function activators, primary screen, cell-based, luminescence, high throughput | activation, % at 9.1 µM | AID 652017, 2013 | MG213 cells, MMTV-luciferase reporter, dexamethasone, overnight | actives 1% (n = 370,000); in the data active = activation above about 7.8%;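 note: 0% = vehicle wells and 100% = reference activator wells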
# ssDAF12 agonist: S. stercoralis DAF-12 nuclear receptor activators, primary screen, cell-based, luminescence, HEK293, GRIP1 co-expression, lit1-tk-luc; HEK293 ssDAF-12/GRIP1 lit1-tk-luc reporter; % of 3 µM dafachronic acid response; AID 652126, 2013; actives 1% (n = 370,000); Nuclear hormone receptor DAF-12 (Strongyloides stercoralis); activation, % at 6.8 µM;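 active = activation above the mean over all tested compounds plus 3 SD, cut at about 0.9% in these data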;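 note: 0% = DMSO-only wells and 100% = 3 µM delta7-dafachronic acid wells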
# * marks the source's active call; other numbers are inactive results; . = no result given.
compound	PG9 Ab binder	hcDAF-12 act	ADAM10 inh	GAA850 FXN act	DAX1 inh-1	hgDAF-12 ag	ADAM17 inh	DAX1 inh-2	NPR1 activator	SMARCA2 activ	ssDAF12 agonist
O=C(COC(=O)c1cc(Cl)ccc1O)c1ccc2c(c1)OCO2	11*	-1.1	-11	1.9	0.7	3.6	-4	0.6	3	1	-0.8
COCC(=O)N1CCCC(CNS(=O)(=O)c2ccc(OC)cc2)C1 (stereo not drawn)	-3.6	-0.5	5	-2.3	0.0	0.3	6	-1.0	0	-4	-1.5
CC(Sc1nnc(C2CC2)n1C1CC1)C(=O)Nc1ccc(C(N)=O)cc1 (stereo not drawn)	-1.6	-1.1	-2	2.1	1.5	1.7	0	0.6	2	1	-1.2
CC(C)NC(=O)C1(S(=O)(=O)c2ccccc2)CC=CC1	1.1	-0.5	8	-0.5	-0.1	1.3	-6	0.6	0	0	-0.9
CC(C)(C)NC(=O)C(=O)NCCC1=CCCCC1	0.7	-1.6	-3	2.8	0.1	2.8	-2	0.0	6	1	-1.3
Cc1cccc(NC(=O)CC2NCCNC2=O)c1 (stereo not drawn)	-2.2	0.2	-2	1.6	0.2	1.6	0	-0.2	-2	2	-0.8
CN1OC[C@@H]2CN(Cc3ccccc3)[C@H](c3ccc(-n4ccnc4)cc3)C[C@@H]21	0.5	-0.1	-18	.	-0.2	-1.6	1	.	-7	-7	-0.1
CC(C)(C)NC(=O)C1CCN(c2ccc(S(=O)(=O)N3CCOCC3)cc2Cl)CC1	0.5	-0.1	4	1.1	1.0	-0.6	-2	0.9	3	-1	-1.6
CC(C)(CNC(=O)c1cccs1)N1CCOCC1	-0.1	0.3	-5	2.5	0.6	1.1	-4	-0.1	1	-3	-1.2
CCc1ccc(/C=C\C(=O)N2CCCC2)cc1	-2.1	0.5	0	2.4	0.3	3.5	1	1.4	-3	-1	-1.6
CC(C)OC(=O)c1cn(-c2ccccc2)nc1-c1ccc2c(c1)OCCO2	-0.8	-1.6	12	-0.1	-1.3	-3.0	2	-1.0	0	-1	-1.6
CCOC(=O)Cn1cc(CN2CCS(=O)(=O)N(Cc3ccc(C)cc3)C(C(=O)OC)C2)nn1 (stereo not drawn)	.	1.0	-7	.	0.2	1.3	-5	.	1	-2	0.5
CSc1ccccc1NC(=O)c1noc(C)c1[N+](=O)[O-]	0.4	-1.0	-7	0.8	-0.5	-4.5	-5	0.4	-3	-3	-0.5
O=[N+]([O-])c1ccc(O)c(P(=O)(c2ccccc2)c2ccccc2)c1	0.3	0.8	-5	2.7	-0.2	1.5	-2	0.9	3	-3	-0.9
CCOC(=O)c1cccc(NC(=O)C2CCCO2)c1 (stereo not drawn)	1.6	-1.0	-4	1.5	0.4	4.0	-1	0.2	3	-3	-1.1
COc1ccc(NS(=O)(=O)c2ccc(NC(=S)NC(=O)/C=C/c3ccccc3)cc2)nn1	-0.3	0.9	2	-0.4	-0.4	-0.8	-1	0.0	-9	-2	-1.3
Cc1cccc(C)c1N1C(=O)CCC(C)(C)C1=O	0.5	-1.5	4	0.0	-0.2	0.0	-2	2.1	-1	-1	-1.0
CCC(=O)Nc1sc(C(=O)Nc2ccccc2OC)c(C)c1C(=O)OC	0.5	2.0	6	1.2	-0.3	1.6	-1	0.1	4	1	-0.5
Cc1nnc(SCC(=O)N2CCCc3ccccc32)[nH]c1=O	-2.2	2.0	2	0.0	0.2	-0.9	0	-0.4	-2	-3	-1.3
N#Cc1ccc(CSc2nnc(-c3ccncc3)n2CCc2ccccc2)cc1	2.1	-1.5	-4	-0.4	-0.9	-2.0	-3	-0.1	1	-2	-1.2

# Next section:
compound	PG9 Ab binder	hcDAF-12 act	ADAM10 inh	GAA850 FXN act	DAX1 inh-1	hgDAF-12 ag	ADAM17 inh	DAX1 inh-2	NPR1 activator	SMARCA2 activ	ssDAF12 agonist
CCN1C(=O)/C(=C\c2ccc3c(c2)OCO3)C(C(=O)OC)=C1C	-1.7	-1.2	-8	0.5	-0.4	0.6	-5	1.5	4	-2	-1.4
Cc1cc(NC(=O)NC(=O)c2cccc(OC(F)(F)C(F)F)c2)n[nH]1	-0.4	1.5	-3	2.9	1.7	5.9	-3	1.1	5	2	-0.6
O=C(NCCCN1CCOCC1)c1cn(-c2ccccc2)nc1-c1ccc(F)cc1	1.1	0.7	-2	1.4	-0.7	0.6	-3	0.8	1	-2	-1.4
Cc1cccc(N2CCN(C(=O)COc3noc4nc(C)cc(C)c34)CC2C)c1 (stereo not drawn)	0.6	-1.2	-15	-0.3	-0.5	-1.9	-6	1.8	3	1	-1.0
CC(=O)Nc1ccccc1C(=O)C(=O)NCCc1ccccc1	-0.5	0.0	4	0.1	1.2	4.2	-14	0.7	0	0	-2.1
CC(C)(C)NS(=O)(=O)c1ccc(NS(=O)(=O)Cc2ccccc2)cc1	0.1	-1.7	2	-2.1	-0.6	-2.5	-7	-0.2	5	-3	-0.6
Cc1ccc(-c2noc(-c3cc(C(C)(C)C)nn3Cc3ccccc3)n2)cc1	0.4	-0.8	-1	0.0	-0.5	0.4	-2	.	-7	-4	-1.4
CCOC(=O)c1ccc(NC(=S)NNC(=O)c2cc(-c3cccnc3)nc3ccccc23)cc1	-0.2	-1.2	-9	1.5	-0.9	-0.3	4	-0.6	3	0	-1.0
O=C(COC(=O)C1CC(=O)N(Cc2ccccc2)C1)Nc1ccc([N+](=O)[O-])cc1Br (stereo not drawn)	-2.9	-1.1	-5	0.1	-0.6	-2.8	-3	0.0	-6	4	-0.9
Cc1ccc(S(=O)(=O)N2CCN(C(=O)CN3CCN(C)CC3)C2)cc1	-1.9	-0.1	-5	3.1	0.7	-0.7	7	0.8	0	-3	-1.5
O=C(N/N=C/c1cccc(OCc2ccccc2)c1)c1ccc(Br)o1	0.8	2.1	8	-1.3	-2.2	4.0	2	0.3	-1	3	-0.6
COc1ccc(Cl)cc1NC(=O)CCN1CCN(Cc2ccccc2)CC1	0.6	-1.9	-3	-0.6	-0.1	-2.2	-3	-1.0	-1	-2	-1.0
CCOC(=O)c1ccc(NC(=O)CSc2nnc(CNC(=O)c3c(F)cccc3Cl)o2)cc1	-3.1	-1.9	4	-0.8	-0.2	-3.0	-2	-0.3	-4	0	-0.8
COc1ccccc1N1CCN(S(=O)(=O)c2ccc(Br)s2)CC1	-0.3	-1.4	1	-1.6	-0.6	4.6	-4	0.9	-7	-2	-1.2
Cc1cccc(C(C)C)c1NC(=O)CSc1ncnc2[nH]ncc12	-0.4	1.3	-18	2.9	0.1	-2.5	-5	-0.4	-5	-2	-1.3
CC(C)NC(=O)C1(C)CN(S(C)(=O)=O)CC(=O)N1Cc1cccc(C(F)(F)F)c1 (stereo not drawn)	0.3	-0.6	-4	.	0.0	-1.2	0	.	2	-7	-1.2
O=C1CN(S(=O)(=O)c2ccccc2C(F)(F)F)CCN1	0.1	0.6	4	1.2	-0.1	-3.8	0	-0.2	-1	-3	-1.8
COc1ccc(N)c2c1OCCC2=O	-3.5	4.8	-8	0.1	-0.1	0.7	-6	-0.7	-3	1	0.1
Cc1ccc(-n2cc3ccc([N+](=O)[O-])cc3n2)cc1	0.9	9.1*	7	-0.4	4.8*	17*	-3	1.4	8	4	1.8*
Cc1ccc(S(=O)(=O)N(C)c2ccc(OC(=O)CN3C(=O)NC(C)(c4ccccc4)C3=O)cc2)cc1C (stereo not drawn)	0.0	-1.0	12	-1.7	-0.7	2.5	8	-0.1	0	-2	-0.7

# Further compounds:
compound	PG9 Ab binder	hcDAF-12 act	ADAM10 inh	GAA850 FXN act	DAX1 inh-1	hgDAF-12 ag	ADAM17 inh	DAX1 inh-2	NPR1 activator	SMARCA2 activ	ssDAF12 agonist
COc1c(Cl)cc(Cl)cc1C(=O)Nc1ccc(CN2CCOCC2)cc1	-1.4	-1.6	8	2.1	-0.2	-0.2	-1	0.5	0	-2	-1.3
N#CCCn1c(SCC(=O)NCC2CCCO2)nc2ccccc21 (stereo not drawn)	-0.8	-2.1	0	2.6	-0.2	-2.8	-3	0.4	-3	-3	-0.6
Cc1cc(C)c(C)c(/C=C(/C#N)C(N)=S)c1C	-1.5	0.5	-3	-3.5	-0.2	-2.9	-3	-0.4	-4	-2	-0.6
O=C(Nc1ccc(C(=O)N2CCC(N3CCOCC3)CC2)cc1)c1ccc(Br)o1	-0.6	-1.3	-3	-0.4	-0.1	0.7	-5	0.2	-2	1	-0.8
Cc1ccc(NC(=O)N2CC(C)OC(C)C2)cc1[N+](=O)[O-] (stereo not drawn)	0.0	1.8	0	.	0.4	3.9	-1	.	-2	-2	-0.2
O=C(CNS(=O)(=O)c1ccccc1)Nc1ccccc1Br	-0.5	-0.1	-1	-0.9	0.4	-2.2	-4	0.8	1	-2	-0.5
CC(=O)Nc1ccc(NC(=O)[C@H](C)NC(=O)c2ccco2)cc1	0.1	1.7	-4	2.0	-0.2	0.2	-2	-0.6	1	-4	-0.8
COc1ccccc1N1C(=O)CC(Nc2ccc(N3CCOCC3)cc2)C1=O (stereo not drawn)	-2.6	-1.4	5	-3.5	-0.4	-1.1	0	0.7	-4	-3	-1.3
Clc1ccc(-c2noc(CN3CCOCC3)n2)cc1	-3.8	5.2	-2	2.3	0.3	3.5	2	.	3	4	0.0
Cc1ccc(S(=O)(=O)N2CCC[C@H]2C(=O)OCC(=O)N2CCc3ccccc32)cc1	-0.4	1.5	1	-1.1	-0.6	2.9	-7	0.8	-1	0	-0.9
CCn1c(COc2ccccc2C)nnc1SCC(=O)NC1CCCC1	0.7	-1.0	0	-0.6	-0.6	-3.4	0	-1.1	-3	0	-1.8
COc1cc2c(cc1[N+](=O)[O-])-c1ccc([N+](=O)[O-])cc1C2=NO	1.3	-1.2	-5	0.6	-2.3	2.3	4	0.0	5	-2	-0.8
CNS(=O)(=O)c1cc(NC(=O)c2cccc3cccnc23)ccc1C	-2.9	-3.4	2	1.1	-0.8	2.8	3	-1.4	4	0	-0.9
Fc1ccc(C(c2nnnn2CCc2ccccc2)N2CCCc3ccccc32)cc1 (stereo not drawn)	-0.1	3.2	12	-4.5	-1.1	2.3	3	0.8	-14	-2	-0.9
